From PubChem
AID2073: inhibitors of Mint1-CaV2.2 protein interaction, biochemical, HTRF (AID 2073); HTRF protein-protein interaction, Mint1-CaV2.2; higher % means a stronger effect; one-dose inhibition, % at 20 µM; IC50 in µM for titrated hits; hit rate 0.19% among 290,000; in the data active = inhibition mostly above about 51%, no sharp cut-off; also: some results filed as inactive read as strong as hits
Myeloid diff 2: myeloid differentiation induction. ER-HoxA9 myeloid progenitors, lysozyme-GFP differentiation, flow cytometry. calls only at 10 µM. hit rate 1% among 360,000;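 active = normalized GFP-positive differentiation at or above the plate's own cutoff, the solvent-only control mean plus 3 SD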;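 also: cells exposed to compound for four days before flow analysis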
LYP inhibition: PTPN22 lymphoid phosphatase activity blockers – biochemical, fluorescence intensity, uHTS (AID 1779); recombinant LYP phosphatase, fluorescence intensity; higher % means a stronger effect; hit rate 0.054% among 290,000; inhibition, % at 11.5 µM, or IC50 in µM where a hit was titrated;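 also: plate controls were vehicle with enzyme for no effect and no enzyme for full effect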
NOD2 inhibition: NOD2 signaling inhibitors, cell-based, luminescence, uHTS, HEK293 (AID 1566). HEK293 NOD2/NF-kB luciferase reporter, luminescence; higher % means a stronger effect. one-dose inhibition, % at 4 µM; EC50 in µM for titrated hits. hit rate 0.63% among 290,000; also: many of its hits are not listed in these tables
XIAP displacement: small molecules displacing peptide from XIAP – biochemical, IAP family, fluorescence polarization (AID 1018); XIAP BIR domain, fluorescence polarization peptide displacement; higher % means a stronger effect; displacement, % at 20 µM, or IC50 in µM where a hit was titrated; hit rate 0.007% among 200,000; in the data active = displacement above about 50%; also: a part of the inactive calls stands beside numbers as strong as those of hits
Hep lipid drop: modulators of hepatic lipid droplet formation. AML12 mouse hepatocytes, oleate lipid droplets, BODIPY imaging. inhibition, % at 6.5 µM. hit rate 0.4% among 240,000. AID 1656;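 active = lipid droplet intensity inhibited by at least 50%, with more than 500 cells counted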
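Assay system: AML12 mouse liver cells | Compound: 6.5 µM single-point dosing | Schedule: Overnight exposure | Technique: Fluorescence imaging, 20x objective, two fields per well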
HIV fusion peptide: cell-free HIV fusion peptide-binding blockers – biochemical, uHTS, fluorescence dequenching, primary screen (AID 1986); cell-free peptide binding, fluorescence dequenching, 30 min; higher % means a stronger effect; hit rate 0.3% among 290,000; inhibition, % at 20 µM; hits with a dose series show IC50 in µM; in the data active = inhibition mostly above about 52%, no sharp cut-off; inactive = mostly below about 76%; also: some results filed as inactive read as strong as hits
Dengue-2 NS5 capping: Dengue-2 NS5 methyltransferase inhibitors, primary screen, biochemical, confirmation dose response (AID 588689); Dengue-2 NS5 methyltransferase capping enzyme assay, biochemical; higher % means a stronger effect; one-dose inhibition, % at 25 µM; IC50 in µM for titrated hits; hit rate 0.3% among 340,000; in the data active = a potency from the dose series
SIAH1 antagonists: Siah-1 peptide-binding antagonists, primary screen, biochemical, fluorescence polarization, rhodamine-plectin, uHTS (AID 1817); Siah-1 / rhodamine-plectin peptide fluorescence polarization; higher % means a stronger effect; hit rate 0.02% among 290,000; one-dose displacement, % at 20 µM; IC50 in µM for titrated hits;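 active = displacement of at least 50% at 20 µM, with a fluorescence ratio check between 0.3 and a set limit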;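 also: plate controls were Siah plus tracer with DMSO for no effect and tracer alone without Siah for full effect; strong numbers were not always called active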
Hep lipid drop cells 6.5 µM: second read-out of Hep lipid drop, no call of its own (marks repeat the call); cell count; measured here: cell count, cytotoxicity flag;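 cells counted across two imaged fields per well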
Myeloid diff 2 GFP+ MAC1+ %: also measured in Myeloid diff 2; calls as there; GFP+ MAC1+ double positive, %; measured here: differentiation confirmed by MAC1 staining
The depositor's hits bear a star; i = inactive; x = no result given. Rule as the data show it, unless noted: active = inhibition above about 50%; inactive = the rest. A portion of the library (hit frequency here may not be typical).

smiles	AID2073	Myeloid diff 2	Myeloid diff 2 GFP+ MAC1+ %	LYP inhibition	NOD2 inhibition	XIAP displacement	Hep lipid drop	Hep lipid drop cells 6.5 µM	HIV fusion peptide	Dengue-2 NS5 capping	SIAH1 antagonists
COCCNC(=O)COc1ncnc2scc(-c3ccc(F)cc3)c12	8%	i	0.3	-4%	12%	10%	12	695	1.6%	-5%	4%
O=C(COc1ccccc1)NCC(=O)NC1CCCCC1	-5%	i	0.6	0%	-2%	-6.8%	1	614	17%	-1%	14%
CN1CCN(Cc2nnc(-c3ccccc3)o2)CC1	8%	i	0.0	-5%	3%	x	4	813	-1.1%	-6%	6%
Cc1ccc(NC(=O)CNC(=O)Cn2cnc3sc(C)c(C)c3c2=O)cc1F	1%	i	4.5	-11%	21%	x	-4	696	-0.7%	1%	-1%
CC(/C=N/NC(=O)c1c(Br)cnn1C)=C\c1ccccc1	-2%	i	0.2	2%	-19%	-7.5%	-1	636	-1.6%	-4%	6%
COc1cccc(/C=C/C(=O)Nc2ccc(OC)nc2)c1	-7%	i	0.5	2%	-28%	-6.4%	-27	630	3.1%	-3%	6%
O=C/C(=C\Nc1ccc(Cl)cn1)c1nc2cc(Cl)ccc2o1	20%	i	0.8	-1%	-3%	-8.8%	7	703	3.2%	-9%	4%
COC(=O)CSc1nc2[nH]ncc2c(=O)[nH]1	-4%	i	0.1	-3%	3%	-6.4%	5	666	0.9%	-13%	0%
CC(NC(=O)NC12CC3CC(CC(C3)C1)C2)c1ccc2c(c1)OCO2 (centres undefined)	14%	i	0.4	-4%	-7%	-1.8%	15	699	1.0%	-5%	1%
O=[N+]([O-])c1ccc(-n2cccn2)c(-c2nn[nH]n2)c1	5%	i	0.2	-10%	13%	0.6%	0	658	4.3%	-5%	-9%
Cn1cnc2cc(NC(=O)COc3ccccc3)ccc21	-8%	i	0.3	-1%	-28%	x	-8	828	-0.3%	-4%	-2%
O=C(NCCC1=CCCCC1)c1cccc2c1C(=O)N(C1CCCCC1)C2	9%	i	0.4	5%	-1%	-9.7%	-9	689	0.6%	-4%	1%
CNc1c([N+](=O)[O-])cnn1-c1ccc(F)cc1	-15%	i	0.6	-8%	6%	-2.4%	-5	747	-0.4%	3%	1%
COc1cc(NS(=O)(=O)c2cn(C)cn2)cc(OC)c1OC	19%	i	1.6	-9%	3%	x	8	715	-2.0%	-6%	-2%
Cc1ccc(-n2nc3c(c2NC(=O)c2c(F)cccc2Cl)CS(=O)(=O)C3)cc1C	2%	i	1.4	-5%	-5%	x	2	874	-1.5%	0%	5%
C/C(=N/NC(=O)c1ccncc1)c1ccc2c(c1)OCO2	36%	i	0.6	-4%	4%	x	x	x	2.1%	-3%	2%
Cc1onc(-c2ccc(Cl)cc2Cl)c1-c1csc(N/N=C/c2ccccc2)n1	16%	i	0.5	7%	3%	x	5	707	-1.7%	-7%	1%
CC(C)(C)CC(=O)NCc1cccs1	-1%	i	0.4	-8%	-16%	-4.2%	-8	667	0.6%	5%	-2%
Cn1c(=S)c2[nH]c(SCCN3CCCC3)nc2n(C)c1=O	-10%	i	0.5	1%	-24%	x	23	839	1.7%	3%	-6%
NC(=O)c1ccc(-c2ccc(Br)cc2)o1	27%	i	1.4	-10%	-10%	0.0%	x	x	-0.7%	-11%	-1%
CCN(CC(=O)N1CCC(C(N)=O)CC1)S(=O)(=O)c1ccc(Cl)cc1	6%	i	1.9	-7%	-16%	x	-7	698	-1.8%	-1%	-7%
O=C(NCc1ccco1)C(c1ccc(F)cc1)N(CC1CCCO1)C(=O)Cn1nnc2ccccc21 (centres undefined)	-11%	i	1.0	-4%	18%	-9.4%	2	748	-2.4%	0%	2%
O=C(CCn1c(=O)[nH]c2ccsc2c1=O)NCCc1ccc(Cl)cc1	-5%	i	1.2	-10%	11%	-5.3%	-3	826	1.6%	-6%	2%
C[C@H](NC(=O)c1ccccc1Cl)C(=O)OC(C(=O)Nc1cc(C(F)(F)F)ccc1Cl)c1ccccc1 (some centres undefined)	4%	i	0.0	-5%	-8%	-1.8%	27	769	-1.2%	6%	-1%
Cc1ccc(NC(=O)CSc2nc(N)c3c4c(sc3n2)CSC(C)(C)C4)cc1	38%	i	0.2	1%	2%	-17%	1	520	3.8%	-4%	-5%

(listing goes on)
smiles	AID2073	Myeloid diff 2	Myeloid diff 2 GFP+ MAC1+ %	LYP inhibition	NOD2 inhibition	XIAP displacement	Hep lipid drop	Hep lipid drop cells 6.5 µM	HIV fusion peptide	Dengue-2 NS5 capping	SIAH1 antagonists
Nc1cc2c(cc1C(=O)c1ccccc1F)OCCO2	2%	i	0.2	-9%	16%	-1.0%	7	639	-1.7%	0%	4%
COc1ccc(C(=O)N2CCOC2CNC(=O)C(=O)NCc2ccc(F)cc2)cc1 (centres undefined)	4%	i	0.5	-10%	20%	x	-7	771	-0.5%	-8%	-2%
Cc1ccc(CNC(=O)CN(C(=O)C2(C)CC(=O)N=C3C=CC=CN32)c2ccc(F)cc2)cc1 (centres undefined)	10%	i	3.0	-14%	4%	x	0	806	2.3%	1%	18%
Cn1nccc1C(=O)Oc1ccc(/C=N/NC(=O)c2ccccc2O)cc1	-6%	i	0.4	-1%	-12%	-14%	10	724	3.9%	19%	3%
Nc1c(NCCC2=CCCCC2)c(=O)[nH]c(=O)n1Cc1ccccc1	0%	i	1.3	-2%	14%	-12%	x	x	-1.3%	2%	-2%
O=C(CN1C(=O)CSC1=O)N1CCc2ccccc2C1	-3%	i	0.9	-11%	-5%	-5.5%	10	735	0.2%	-2%	-2%
Cc1cc(C(=O)N2CCCC(C(=O)c3cccc(C(F)(F)F)c3)C2)n[nH]1 (centres undefined)	12%	i	8.6	-8%	17%	x	-48	773	-1.8%	-5%	-2%
O=C(Cn1cnc2cc([N+](=O)[O-])ccc2c1=O)NC(=O)NCc1ccccc1	-8%	i	0.3	-4%	-28%	x	-1	618	-2.7%	-10%	-6%
CCOC(=O)C(C)c1c(C(=O)c2ccc(C)nc2)c2ccccc2n1C (centres undefined)	38%	x	x	-3%	18%	x	20	874	0.8%	x	10%
O=C(Oc1cccc2ccccc12)c1ccco1	-2%	i	0.7	-2%	-5%	-1.6%	0	752	-0.7%	5%	2%
O=C(Nc1ncccn1)c1ccc(C(F)(F)F)cc1	-2%	i	0.3	-2%	-4%	-3.0%	-3	711	1.5%	5%	-1%
CC(C)c1ccccc1NC(=O)c1cnccn1	-2%	i	0.6	-1%	-1%	-24%	2	808	-2.2%	3%	3%
COCCNC(=O)CN(Cc1ccc2c(c1)OCO2)C(=O)CCC(=O)Nc1nccs1	-3%	i	0.8	0%	12%	1.5%	0	640	1.0%	-3%	9%
c1ccc2sc(NC3=NCN(Cc4ccc5c(c4)OCO5)CN3)nc2c1	-2%	i	1.3	-5%	-7%	-7.8%	6	746	-2.5%	-5%	3%
CC(C)c1ccc(C2C(C#N)=C(N)Oc3c2oc(CO)cc3=O)cc1 (centres undefined)	1%	i	0.9	-13%	18%	-3.0%	-2	684	1.2%	-4%	-3%
S=C(NCCN1CCOCC1)Nc1ccc(Nc2ccccc2)cc1	-32%	i	0.2	-6%	13%	-1.5%	-13	731	0.7%	x	-6%
CCN1CC(CNC(=O)c2ccc3nc(Cc4cccc(Cl)c4)oc3c2)CC1=O (centres undefined)	9%	i	0.0	-8%	14%	x	8	703	-1.6%	-13%	2%
CCc1cccc(NC(=O)CCNS(=O)(=O)c2cccc3nonc23)c1	6%	i	0.4	-9%	14%	-6.1%	-17	695	1.0%	x	-2%
C/C(CCc1ccccc1)=N\NC(=O)c1ccccc1	3%	i	0.2	-6%	12%	-0.8%	5	680	-2.8%	-12%	4%
O=C(N/N=C/C=C/c1ccccc1)c1cccs1	-13%	i	0.3	7%	-27%	-3.8%	18	727	-2.7%	2%	-6%
O=C(Nc1cccc(-n2cnnn2)c1)c1ccncc1	4%	i	2.9	-4%	0%	x	10	830	0.9%	-2%	1%
C=CCNC(=O)c1oc2ccc(S(=O)(=O)N3CCCCC3)cc2c1C	-1%	i	0.9	-5%	18%	x	-4	703	-0.5%	-3%	-1%
O=C(CCN1C(=O)COc2ccccc21)NCc1cccnc1	4%	i	8.6	-5%	3%	-3.8%	6	712	0.4%	-3%	1%
C=CCSc1nncn1/N=C/c1ccc(OC)cc1	-3%	i	1.1	1%	-101%	-3.7%	x	x	0.1%	9%	3%
CCOC(=O)Cn1nnnc1CN(Cc1ccc(OC)cc1)Cc1cc2cc(C)cc(C)c2[nH]c1=O	-4%	i	1.4	12%	-17%	-2.4%	0	728	-1.4%	1%	3%

The list goes on.
smiles	AID2073	Myeloid diff 2	Myeloid diff 2 GFP+ MAC1+ %	LYP inhibition	NOD2 inhibition	XIAP displacement	Hep lipid drop	Hep lipid drop cells 6.5 µM	HIV fusion peptide	Dengue-2 NS5 capping	SIAH1 antagonists
Fc1ccccc1-c1n[nH]c(=S)n1/N=C/c1c[nH]c2ccccc12	-46%	i	0.2	4%	20%	x	20	726	0.6%	-11%	8%
Cc1ccc(NC(=O)c2ncc(Cl)c(Cl)c2Cl)cc1C	11%	i	0.9	-3%	-95%	-10%	0	681	0.0%	-10%	2%
CN1CCC(=NNc2ncnc3sc4c(c23)CCCC4)CC1	3%	i	0.7	-1%	19%	-4.4%	-1	675	7.5%	-5%	-4%
COc1ccc(/C=N/NC(=O)CSc2nnc(C)n2-c2ccccc2)c(OC)c1OC	-11%	i	2.3	-2%	21%	-2.0%	x	x	-1.4%	4%	-1%
CC(C)(C)c1ccc(/C=N/NC(=O)Cc2c[nH]c3ccccc23)cc1	-1%	i	0.5	5%	13%	-2.1%	17	765	-1.8%	-8%	-2%
